High-throughput results deposited in PubChem BioAssay by Southern Research Institute.
biotin-GST TR-FRET = biotin-GST/anti-GST TR-FRET signal inhibitors, dose response, artefact control for Vif-APOBEC3G degradation inhibitor project, biochemical (AID 1117362). 3,600 tested, 2.8% active. IC50 in µM for hits, for the others inhibition, % at the top dose, mostly 100 µM. TR-FRET counter screen, biotin-GST/anti-GST signal;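 active means inhibition above 30% at one or more concentrations, seen consistently on every test date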;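 further: biotinylated GST protein used in place of GST-Vif 1-94 and biotin-A3G peptide; detects fluorescence quenchers or blockers of GST binding to anti-GST antibody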
Numbers without * were called inactive; [ ] = dose if it differs, or a comment.

canonical_smiles,biotin-GST TR-FRET
Cc1cc(O)c(Oc2cc(C)cc(O)c2O)c(O)c1,-2.5%
O=C(CCCc1c[nH]c2ccccc12)N1CCOCC1,7.2%
Cc1cc(C)cc(OCC(=O)NNC(=O)CN2C(=O)c3ccccc3C2=O)c1,-1.0%
CC(=O)c1ccc(N2CCN(C(=O)c3ccc4c(c3)OCO4)CC2)cc1,0.8%
COc1ccc2c(c1)c1ccc3c(c1n2C)C(=O)C=CC3=O,2.9%
Cc1ccc(CNC(=O)CN(c2cccc([N+](=O)[O-])c2)S(C)(=O)=O)cc1,8.5%
COc1ccc(NC(=O)CN(C)C(=O)c2cccc(-n3cccc3)c2)cc1,5.9%
CCOC(=O)c1c(C)oc2c1c(C=NCc1ccccn1)c(O)c1ccccc12,22%
O=C1c2cnc3nc(SCc4ccccc4)nn3c2CC2c3ccccc3CCN12 (centres undefined),-2.3%
CCCCC(=O)NC(=S)Nc1cc(C(=O)O)ccc1Cl,2.2%
Cc1ccc2c(c1)c(=O)c1c3n2CCN(C(=O)CCl)C3CC1 (centres undefined),>100µM*
COc1ccc(-c2cc(-c3ccccc3)c(C#N)c(S(C)=O)n2)cc1 (centres undefined),-2.7%
Cc1c(O)nc(SCC(=O)Nc2ccc3c4c(cccc24)CC3)n(-c2ccc(F)cc2)c1=O,6.9%
CCc1nnc(NC(=O)CSc2nnc(Cc3ccccc3)o2)s1,-6.2%
COc1ccc2nc(SCC(=O)NN)cc(C)c2c1,1.7%
NCCCSC1=NCCCN1,-0.9%
COc1cccc2sc(N(C)c3ccccc3)nc12,-2.8%
CC(C)(C)c1ccccc1OCCOCCSc1ncccn1,-6.6%
Cc1ccc(C(=O)Oc2ccc(C(=O)COC(=O)c3cnccn3)cc2)cc1,1.2%
O=C(NCc1ccc(N2CCCC2=O)cc1)NC1CCCCC1,3.2%
CNc1ccc(Br)cc(C(=O)/C=C/c2cccc(OC)c2OC)c1=O,3.8%
CC(=O)[C@@]1(O)CC[C@H]2[C@@H]3CCC4=CC(=O)CC[C@]4(C)[C@H]3CC[C@@]21C,4.4%
Cc1ccc(-n2c(C)cc(C(=O)OCC(=O)N(CC(C)C)C3CCS(=O)(=O)C3)c2C)cc1 (centres undefined),3.8%
Cc1c(C(=O)N2CCN(c3ccc(F)cc3)CC2)sc2nc(-c3ccccc3)cn12,0.3%
[O-][n+]1onc2c1CCc1c-2nc(-c2ccccc2)n1OCc1ccccc1,0.5%

Arranged by heavy-atom count (smallest number first): part of the list above
canonical_smiles,biotin-GST TR-FRET
COc1ccc2c(c1)c1ccc3c(c1n2C)C(=O)C=CC3=O,2.9%
O=C(NCc1ccc(N2CCCC2=O)cc1)NC1CCCCC1,3.2%
Cc1ccc(C(=O)Oc2ccc(C(=O)COC(=O)c3cnccn3)cc2)cc1,1.2%

Next part:
canonical_smiles,biotin-GST TR-FRET
CC(C)(C)c1ccc(S(=O)(=O)N2CCCCC2)cc1,5.9%
O=C(Cc1cc(=O)[nH][nH]1)N/N=C/C=C/c1ccccc1,-3.3%
COc1cc(/C=C2/C(=O)c3cccc([N+](=O)[O-])c3C2=O)c(Br)cc1O,19%
O=C(CCc1c[nH]c2ccccc12)NC1CC1,-2.7%
COCCN(Cc1cc2ccccc2[nH]c1=O)C(=O)c1ccccc1OC,2.7%
[O-]/[N+](=C\C=C\c1ccccc1)c1ccccc1,0.8%
O=C(NC1=CC(=O)c2ccccc2C1=O)c1ccccc1,5.9%
Cn1c(C(=O)N[C@@H](C(=O)O)c2ccccc2)cc2cc(Cl)ccc21,4.3%
CCc1ccc(CC)c(S(=O)(=O)Nc2ccc(C(=O)O)c(O)c2)c1,4.6%
Cc1ccc(NC(=O)c2cc(-c3ccc(C)o3)nc3ccccc23)nc1,5.2%
CCN1C(=O)/C(=C\c2ccco2)C(C(=O)OC)=C1C,0.8%
C=CCNC(=O)c1ccncc1,5.0%
Cc1nnc(SCc2cnc(-c3ccccc3)o2)[nH]c1=O,-6.5%
O=C(/C=C/c1ccco1)c1cccnc1,4.6%
CN(C)CCNC(=O)C(=O)c1c(-c2ccccc2)cc2ccccn12,0.2%
COc1cc(N(C)C)ccc1C=c1c2ccccc2n2c1cc(-c1ccccc1)[n+]2C,3.7µM*
CC(NC(=O)CSc1nnc2n1CCCCC2)c1ccccc1Cl (centres undefined),1.3%
CCC1(CC)C(=O)NC(=O)NC1=NCCc1ccc(O)cc1,0.4%
Cc1cc(NC(=O)CCC(=O)N(CCC(C)C)C(C(=O)NC2CCCC2)c2cccnc2)no1 (centres undefined),4.1%
CCOc1ccc(Br)cc1/C=N/O,3.9%
C=CCSC1=N/C(=C\C=C\c2ccco2)C(=O)S1,4.3%
CC(C)CN(C(=O)CN1CCN(c2ccc(O)cc2)CC1)c1c(N)n(CC(C)C)c(=O)[nH]c1=O,12%
O=C(Cn1c(=O)[nH]c2ccccc2c1=O)N1CCN(c2cccc(Cl)c2)CC1,1.4%
COc1cc(CN(C(=O)c2ccco2)c2ccc(C)cc2)ccc1O,2.1%
COc1ccc(N(CC(=O)NCCC2=CCCCC2)S(=O)(=O)c2ccccc2)cc1,6.0%
COc1ccc(/C=N/NC(=O)Cn2cnc3c2c(=O)n(C)c(=O)n3C)c(OC)c1OC,0.0%
Cc1cccc(NC2=Nc3ccccc3N3C2=Nc2c(c(C)nn2-c2ccccc2)C3c2ccc(O)c(O)c2)c1 (centres undefined),-3.2%
CCC(C)(C)NC(=O)C(c1ccc(F)cc1)N(Cc1ccco1)C(=O)c1cnccn1 (centres undefined),-0.5%
CCOC(=O)C1=C(C)OC(N)=C(C#N)C1c1cc(Cl)c(OCC(N)=O)c(OC)c1 (centres undefined),5.1%
COc1ccc(N2CCN(CCNC(=O)Nc3ccc(Cl)cc3)CC2)cc1,5.2%
O=C(NCc1ccccn1)c1coc(=O)c(Br)c1,-1.5%
C=C(C)C(=O)Nc1cccc(C2=NOC3(C2)C[C@H](C(N)=O)N(C(=O)COc2ccc(Cl)cc2)C3)c1 (some centres undefined),5.7%
C=CCOc1c(Br)cc(CNn2nnnc2N)cc1OCC,1.1%
COc1cccc(CC(=O)N2CCCC(CO)(Cc3ccc(F)cc3F)C2)c1 (centres undefined),3.3%
COc1cc2c(cc1NC(=O)COC(=O)Cn1cnc3ccccc31)oc1ccccc12,10.0%
Cc1ccc(/C=C/C(=O)Nc2ccc([N+](=O)[O-])c(NC(=O)/C=C/c3ccc(C)o3)c2)o1,6.0%
CC(=O)Cc1nsc(Nc2ccc3c(c2)OCCO3)n1,2.0%
COc1cccc(C(=O)Nc2nc3c(s2)CN(C)CC3)c1,-3.0%
CCOC(=O)Cn1c(=O)c2c(nc3n2CCN3Cc2ccccc2)n(C)c1=O,1.9%
O=C(Nc1nccs1)C1CCCN(S(=O)(=O)c2cccc3cccnc23)C1 (centres undefined),2.6%
Cc1cc(C(=O)Nc2sc3c(c2C#N)CCCCC3)cs1,1.0%
Cc1ccsc1C=Nc1ccc(O)cc1,11%
O=C(c1ccc(-n2cnnn2)cc1)N1CCOCC1,1.1%
Cc1ccc(-c2cc(-c3ccc4c(c3)OCO4)c(C#N)c(N)n2)o1,-1.6%
CCC(C)[C@@H](C(=O)Nc1ccc2c(c1)OCO2)N1Cc2ccccc2C1=O (some centres undefined),0.6%
COc1ccccc1-c1nnc(SCC(=O)NCc2c(C)c(Cl)cc(C(C)C)c2O)o1,-0.2%
CCCOc1ccc(-c2nnn(CC(=O)OCC)n2)cc1,1.5%
CC(=C\c1ccco1)/C=C1/SC(=S)N(CC(=O)O)C1=O,-1.2%
CCC(C)c1c(O)nc(SCC(=O)N2CCOCC2)[nH]c1=O (centres undefined),7.5%
O=C1C(Cc2ccccc2)SC(=Nc2ccccc2)N1c1ccccc1 (centres undefined),4.7%

Going on with the list.
canonical_smiles,biotin-GST TR-FRET
COC(=O)c1cc(=O)nc2sc(-c3ccc(F)cc3)nn12,0.7%
CCN(CC)c1ccc(NC2CC(=O)N(CCc3ccc(OC)cc3)C2=O)cc1 (centres undefined),-4.0%
Cc1cc(NC(=O)c2ccccc2F)n(-c2nc3ccccc3[nH]2)n1,-6.3%
CC(=O)N1CCN(c2ccc(NC(=O)COc3ccc(Cl)cc3Cl)cc2)CC1,-0.8%
CN(C(=O)CSc1ncnc2sccc12)C1CCCCC1,2.0%
COCCNc1nc2c(c(=O)n(C)c(=O)n2C)n1Cc1cccc(C)c1,3.2%
CC(C)N1C(=O)CC(Nc2ccc(N3CCOCC3)cc2)C1=O (centres undefined),4.0%
O=C1C=C(Nc2cccc3cccnc23)c2ccccc2C1=O,>100µM*
COc1ccc(N2CCN(c3nc4ccccc4nc3NS(=O)(=O)c3ccccc3)CC2)cc1,1.0%
CCCCN1C2CCCC1CC(NC(=O)c1ccc(OC)c(OC)c1)C2 (centres undefined),-3.8%
CCOC(=O)CSc1nnc(CNc2ccc(Cl)cc2)n1-c1ccccc1,1.8%
C[C@@H]1CCCCO[C@H](CN(C)C(=O)c2ccccc2)[C@@H](C)CN([C@H](C)CO)C(=O)c2cc(NC(=O)NC3CCCCC3)ccc2O1,-4.2%
COc1cc(C2C(C#N)=C(N)N(c3cccnc3)C3=C2C(=O)CCC3)ccc1O (centres undefined),1.5%
COc1ccc(C2C(C#N)=C(SCC(=O)Nc3ccc(C)cc3)NC3=C2C(=O)CC(C)(C)C3)cc1 (centres undefined),-9.5%
CCCOC(=O)Nc1sc2c(c1C(=O)OCC)CCC2,4.1%
Cc1ccc(/C=c2\sc3nc(-c4cccs4)nn3c2=O)o1,0.0%
CSCC[C@@H](Nc1nc(-c2ccccc2)nc2c1oc1ccccc12)C(=O)O,3.8%
O=C(c1cc(COc2cccc3cccnc23)on1)N1CCC[C@H]1CO,8.9%
CC(=O)N(\C=C/C=C/C=C1\Sc2ccccc2C1=O)c1ccccc1,4.0%
O=C(COc1ccccc1C(=O)O)Nc1ccc(SC(F)F)cc1,4.0%
CSCC[C@H](NC(=O)NCc1ccccc1F)C(=O)O,1.9%
Cc1ccc(N2CCN(c3ccc(C)cc3)C2c2ccccn2)cc1,11%
CC(OC(=O)c1cccs1)C(=O)NCc1ccco1 (centres undefined),-2.0%
CCOc1ccccc1C(O)C1=CC(=O)c2ccccc2C1=O (centres undefined),9.4%
N#Cc1c(NC(=O)CSc2nnnn2C2CCCCC2)sc2c1CCCC2,-1.7%
CCOCC(=O)Nc1nc2ccc(OC)cc2s1,-4.1%
CC(=O)c1ccc(Nc2nc(=O)c3cccnc3s2)cc1,3.5%[50 µM]
Cc1cc(Oc2ccc(-c3ccccc3)cc2)n2ncnc2n1,4.3%
Cc1n[nH]c(=S)n(NC(=O)/C=C/C(=O)Nn2c(=S)[nH]nc(C)c2=O)c1=O,13%
COc1cc(CN2CCNC(=O)C2CC(=O)N(Cc2nccn2C)C(C)C)cc(OC)c1 (centres undefined),2.6%
COc1ccc(-c2[nH]c3ccccc3c2SCCN)cc1,8.3%
COc1ccccc1-n1c(-c2cc(-c3ccco3)[nH]n2)n[nH]c1=S,-1.0%
COc1ccc(NC(=O)CCc2nc(-c3ccccc3F)no2)cc1,-3.0%
COc1ccc(-c2nc(CS(=O)CC(=O)NC3CCCc4ccccc43)c(C)o2)cc1OC (centres undefined),1.5%
CC(=O)N1c2c(cc(Br)cc2S(=O)(=O)N2CCOCC2)CC1C (centres undefined),3.2%
Cc1ccc(-c2ccc(CCC(=O)O)n2NC(N)=S)cc1,2.0%
Cc1cc2nc(C)n(CCCNC(=O)Nc3ccc(F)cc3)c2cc1C,2.3%
CN(C1CCCCC1)S(=O)(=O)c1cccc(C(=O)OCC(=O)NC2CCCc3ccccc32)c1 (centres undefined),6.0%
Cc1c(O)cc2c(c1O)C(=O)CC(c1ccc(O)cc1)O2 (centres undefined),6.0%
CCOC(=O)Cn1c(=O)oc2cc(S(=O)(=O)NC3CCCc4ccccc43)ccc21 (centres undefined),1.6%
COc1cccc(CNC(=O)Cn2c(=O)oc3ccccc32)c1OC,2.5%
O=S1(=O)Nc2c(ccc3cccnc23)-c2ccccc21,7.3%
Cc1ccc(C(=O)CSc2ccccn2)cc1,1.9%
CCc1ccc(-n2c(SCc3c(C)noc3C)nnc2-c2ccncc2)cc1,1.3%
N#CC1=C(N)OC2=C(CCC/C2=C/c2ccoc2)C1c1ccoc1 (centres undefined),1.5%
CCOC(=O)C1CCCN(C(=O)c2ccc(CS(=O)(=O)c3ccc(Br)cc3)o2)C1 (centres undefined),3.9%
Cc1cccc(N2CCN(CC(=O)NCC3CCCCC3)CC2)c1C,-4.3%
O=C(CCC(=O)N1CCN(S(=O)(=O)c2ccccc2)CC1)NC1CCCc2ccccc21 (centres undefined),-4.5%
COc1ccc(N/N=C(\C#N)C(=N)SCc2ccccc2)cc1,0.6%
CC(C)(C)c1ccc(NC(=S)NCc2cccnc2)cc1,3.4%

Additional structures follow:
canonical_smiles,biotin-GST TR-FRET
Cc1nn(Cc2ccccc2)c(C)c1NC(=O)Cn1nc([N+](=O)[O-])c(Cl)c1C,3.3%
COc1ccc(C2OC(=O)CC2C(=O)N2CCN(c3cc(Cl)ccc3C)CC2)cc1OC (centres undefined),0.7%
O=C(CSc1nc2ccccc2n1CCc1ccccc1)c1ccc(O)c(O)c1,3.5%
COc1ccc(/C=C/C(=O)NC(=S)Nc2ccccn2)cc1,6.4%
CCc1ccc(-c2cc(C(=O)Nc3ccc(S(=O)(=O)NC(C)=O)cc3)c3ccccc3n2)cc1,-0.5%
C/C(=N\Nc1ccc(Cl)c(C(=O)O)c1)c1ccc[nH]1,-6.3%

The list is partial; count on the stated rates, not on these rows.
